High-throughput results as filed in PubChem.
Kir21 block = inhibitors of mouse Kir2.1 inward-rectifier potassium channel; B-score at 10 µM; AID 1672, 2009; HEK293-Kir2.1, FluxOR thallium flux fluorescence; stronger effect = lower value; hit rate 0.85% among 310,000;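 active = fluorescence ratio B-score at or below minus 3 SD of library scores, with starting-brightness B-score within 2 SD, cut at about -4.2 in these data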;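 also: channel flux triggered by added potassium and thallium sulfate stimulus; B-score of peak minus minimum fluorescence over baseline after thallium stimulus; more negative B-score means stronger Kir2.1 block with less thallium influx; some compounds called inactive have numbers as strong as hits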
Target sequence (P35561 whole entry, looked up): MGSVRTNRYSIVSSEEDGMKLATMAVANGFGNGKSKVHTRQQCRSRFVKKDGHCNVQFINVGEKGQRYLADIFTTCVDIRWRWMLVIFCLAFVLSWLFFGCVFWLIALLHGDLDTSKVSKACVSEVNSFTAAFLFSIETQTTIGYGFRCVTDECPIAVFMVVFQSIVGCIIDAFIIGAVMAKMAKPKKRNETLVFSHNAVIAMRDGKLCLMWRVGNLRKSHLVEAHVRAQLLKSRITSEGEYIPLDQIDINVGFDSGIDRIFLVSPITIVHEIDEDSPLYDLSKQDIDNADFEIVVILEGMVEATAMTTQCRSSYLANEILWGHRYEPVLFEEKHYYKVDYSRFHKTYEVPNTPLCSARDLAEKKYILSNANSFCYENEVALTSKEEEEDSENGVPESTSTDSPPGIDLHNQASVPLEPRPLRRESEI
KCNQ2 inh = KCNQ2 potassium channel inhibitors, primary screen, cell-based, CHO-K1, FluxOR thallium flux, B-score (AID 2156); Potassium voltage-gated channel subfamily KQT member 2 (Rattus norvegicus), O88943; 20 min; stronger effect = lower value; B-score at 10 µM; hit rate 1.1% among 310,000;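 active = fluorescence ratio B-score at most minus 3 library SDs, with starting brightness B-score within 2 library SDs, cut at about -5.5 in these data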
CHT inh = inhibitors of human choline transporter CHT; AID 488975, 2010; CHT-expressing cells, membrane potential dye, choline response; stronger effect = lower value; High affinity choline transporter 1 (Homo sapiens), Q9GZV3; B-score at 10 µM; hit rate 0.86% among 310,000;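 active = B-score over 3 SD under the library average, and starting fluorescence ratio not unusually high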;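 also: choline stimulus applied at its EC90 after an EC20 pre-addition; B-score computed on integrated fluorescence ratio after choline addition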
Target sequence (Q9GZV3 whole entry, looked up): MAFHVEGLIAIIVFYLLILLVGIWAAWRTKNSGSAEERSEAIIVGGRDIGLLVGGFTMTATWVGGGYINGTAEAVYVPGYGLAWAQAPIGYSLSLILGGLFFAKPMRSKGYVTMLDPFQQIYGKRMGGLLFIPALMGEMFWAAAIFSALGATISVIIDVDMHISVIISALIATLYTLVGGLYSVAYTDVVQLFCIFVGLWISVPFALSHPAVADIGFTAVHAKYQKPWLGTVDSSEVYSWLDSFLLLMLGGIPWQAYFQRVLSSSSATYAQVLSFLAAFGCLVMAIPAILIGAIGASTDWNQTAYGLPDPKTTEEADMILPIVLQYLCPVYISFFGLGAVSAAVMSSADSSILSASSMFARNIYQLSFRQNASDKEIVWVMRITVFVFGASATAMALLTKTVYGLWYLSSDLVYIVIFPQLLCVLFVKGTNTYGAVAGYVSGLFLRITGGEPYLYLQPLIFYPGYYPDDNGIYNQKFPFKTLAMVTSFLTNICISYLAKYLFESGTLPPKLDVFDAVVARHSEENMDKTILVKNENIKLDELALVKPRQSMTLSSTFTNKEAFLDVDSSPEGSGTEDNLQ
* marks the source's active call; other numbers are inactive results; i = inactive; . = not tested or not shown.

Results follow in this order: Kir21 block, KCNQ2 inh, CHT inh
CC(=O)C1C(c2ccc(Cl)cc2)c2c(noc2C)CC1(C)O (configuration not stated)
  -0.01, i, i
O=C(NCC1CCCO1)c1nc2c(nnn2Cc2ccc(F)cc2)c(=O)[nH]1 (configuration not stated)
  -0.69, i, i
O=c1cccc(-c2ccc(Br)cc2)o1
  -0.27, i, i
Cc1ccc(CC2C(=O)N(c3cc(Cl)ccn3)C(=O)C2C)cc1 (configuration not stated)
  -1.11, i, i
C=CCNC(=S)NC1CC(C)(C)NC(C)(C)C1
  0.39, i, i
Cc1cccc(-n2c(O)c(C=Nc3ccccc3)c3ccccc3c2=O)n1
  -0.26, i, i
OCCC1CN(CCCc2ccccc2)CCN1CCc1ccccc1 (configuration not stated)
  -2.2, i, i
CCOC(=O)N1CCN(C(=O)C(C)NC(=O)c2ccco2)CC1 (configuration not stated)
  -0.29, i, i
Cn1ccnc1C1CCCCN1C(=O)c1cc(COc2ccc(F)cc2F)on1 (configuration not stated)
  1.21, i, i
COc1ccc(S(=O)(=O)NCc2cc(=O)n(C)c(=O)n2C)cc1F
  0.94, i, i
Nc1nc(SCC(=O)Nc2ccc([N+](=O)[O-])cc2)[nH]c(=O)c1NC(=O)c1ccc(Br)o1
  -0.85, i, i
COc1cc(OC)c(OC)cc1/C=N/NC(=O)CSc1ccccc1F
  1.16, i, i
COC(=O)c1ccc(S(=O)(=O)N(Cc2ccccc2)Cc2ccccc2)n1C
  1.05, i, i
CN(CC(=O)Nc1c(Cl)cccc1Cl)C(=O)c1cc(S(=O)(=O)N(C)C)ccc1N1CCCC1
  -0.34, i, i
COc1cccc(NC(=S)N(CCCN2CCC(C)CC2)Cc2cccs2)c1
  1.27, i, i
Cc1ccc2c(c1)N(CC(=O)NCCCN1CCOCC1)C(=O)c1cccnc1O2
  0.03, i, i
Cc1ccc(C(=O)N/C(=C\c2cccs2)C(=O)N2CCOCC2)cc1C
  -0.74, i, i
O=C(/C=C/c1ccco1)N(c1ccccn1)c1ccccn1
  0.21, i, i
COc1ccc(OCCCC(=O)Nc2cccnc2)cc1
  -0.42, i, i
O=C(OC1CCCCC1=O)c1cc(Cl)ccc1[N+](=O)[O-] (configuration not stated)
  0.03, i, i
CC1(C)CC(=O)C(C=Nc2ccc3[nH]ncc3c2)=C(O)C1
  0.95, i, i
O=C(Cc1ccccc1)N/N=C/c1ccccc1OCc1ccc(Cl)cc1
  1.72, i, i
COc1cccc(N2CCN(C(=O)C3CCN(S(=O)(=O)c4ccc5c(c4)oc(=O)n5C)CC3)CC2)c1
  -0.22, i, i
Cc1cccc([C@@H]2[C@@H]3C(=O)N(Cc4ccccc4)C(=O)[C@@H]3[C@]3(Cc4ccc(Cl)cc4)C(=O)N(c4ccc(Br)cc4)C(=O)N23)c1
  1.03, i, i
CC(C)C[C@H](NC(=O)Nc1cccc(C(F)(F)F)c1)C(=O)O
  0.11, i, i
COC(=O)CCCC1=CC2=CC(=O)C(C)(OC(=O)c3cccs3)C(=O)C2=CN1CC1CC1 (configuration not stated)
  1.1, i, i
Cc1c(NC(=O)c2c(N)n(-c3ccccc3)c3nc4ccccc4nc23)c(=O)n(-c2ccccc2)n1C
  1.07, i, i
CCCn1c(=O)c(C(=O)NNS(=O)(=O)c2ccc(NC(=O)OC)cc2)c(O)c2ccccc21
  0.96, i, i
Cc1cc(NC(=O)Nc2ccc(Cl)c(Cl)c2)no1
  2.02, i, i
CC(=O)c1ccc(OC(=O)C(CCS(C)(=O)=O)N2C(=O)c3ccccc3C2=O)cc1 (configuration not stated)
  -0.69, i, i

4 entries drawn at random from the list so far:
Results follow in this order: Kir21 block, KCNQ2 inh, CHT inh
COc1ccc(OCCCC(=O)Nc2cccnc2)cc1
  -0.42, i, i
Cc1ccc(C(=O)N/C(=C\c2cccs2)C(=O)N2CCOCC2)cc1C
  -0.74, i, i
COc1cccc(N2CCN(C(=O)C3CCN(S(=O)(=O)c4ccc5c(c4)oc(=O)n5C)CC3)CC2)c1
  -0.22, i, i
O=C(NCC1CCCO1)c1nc2c(nnn2Cc2ccc(F)cc2)c(=O)[nH]1 (configuration not stated)
  -0.69, i, i

Continuation.
Results follow in this order: Kir21 block, KCNQ2 inh, CHT inh
CN(C(=O)COc1ncnc2c1cnn2-c1ccccc1)C1CCCCC1
  0.73, i, i
O=C(CCCOc1ccc(Cl)cc1Cl)NNC(=O)c1ccc(NC(=O)c2ccccc2)cc1
  1.11, i, i
COc1ccc(OC)c(C(=O)CN2C(=O)NC(C)(c3ccccc3)C2=O)c1 (configuration not stated)
  -0.29, i, i
COc1cccc(OC)c1OCCN(C)C
  -1.31, i, i
C=CCNC(=O)CN1CCC(c2nc3ccccc3[nH]2)CC1
  -0.6, i, i
O=C(O)c1cccc(NS(=O)(=O)c2ccc(NC(=O)c3ccco3)cc2)c1
  -0.2, i, i
O=[N+]([O-])c1cc(C(F)(F)F)cc([N+](=O)[O-])c1NN=C1CCCCC1
  -0.11, i, i
COc1ccc(S(=O)(=O)N2CCOCC2)cc1NC(=O)CCNC(=O)c1ccc(Br)cc1
  -0.7, i, i
O=C(c1cc(S(=O)(=O)N2CCOCC2)ccc1Cl)N1CCOCC1
  -1.34, i, i
Cc1c(NC(=O)c2cc3c(s2)CCCC3)c(=O)n(-c2ccccc2)n1C
  -0.41, i, i
CN1C(=O)CC(C(=O)O)SC1=Nc1cc(Cl)cc(Cl)c1 (configuration not stated)
  -0.08, i, i
CCOC(=O)c1c(C)c(C(=O)Nc2ccc(N(C)C)cc2)c(C)n1CC
  -0.5, i, i
COc1ccc(/C=N/Nc2nc(N3CCCC3)nc(N3CCCC3)n2)c(OC)c1OC
  -0.07, i, i
O=C(CN1CCCCC1)N1CCc2ccccc21
  0.53, i, i
COc1cc(C)ccc1Oc1nc(-c2ccccc2O)nc2ccccc12
  1.03, i, i
CCOC(=O)[C@@H]1[C@H]2COc3ccc(Br)cc3[C@H]2N2C(=O)N(c3ccc(Br)cc3)C(=O)[C@]12C
  0.29, i, i
O=C(Cc1cccs1)N/N=C/C(Cl)=C/c1ccccc1
  -0.15, i, i
C/C=C/C(=O)OCC(=O)Nc1nc2ccc(C)cc2s1
  0.39, i, i
Cc1ccc(CNC(N)=S)cc1
  -0.42, i, i
CCc1ccc(N2C(=O)CN(Cc3cccs3)C2=S)cc1
  0.17, i, i
Cc1cccn2c(=O)c3cc(C(=O)N4CCN(C(=O)c5ccco5)CC4)n(C)c3nc12
  0.67, i, i
CCN(CC)S(=O)(=O)c1ccc2oc(Nc3ccc(OC)cc3OC)nc2c1
  -0.45, i, i
CCOC(=O)c1cnc(-n2nc(C)cc2C)nc1NCCc1ccccc1
  -0.17, i, i
CCc1cc(CNC(=O)c2ccc3nc(Cc4ccc(OC)c(OC)c4)oc3c2)on1
  -1.38, i, i
COc1ccccc1C(=O)O/N=C(/C)c1ccc(N2C(=O)C3CCCCC3C2=O)cc1 (configuration not stated)
  0.03, i, i
Nc1nc(SCC(=O)O)[nH]c(=O)c1NC(=O)c1ccccc1F
  -0.77, i, i
COc1ccc(NC(=S)NCCc2ccc(F)cc2)c(OC)c1
  -2.56, i, i
CCOC(=O)c1ccccc1NC(=O)CSc1nnc(C(C)C)n1CC
  -2.21, i, i
O=S(=O)(c1ccc2nc(SCc3ccc(Cl)cc3)[nH]c2c1)N1CCOCC1
  -0.29, i, i
Cc1ccccc1NC(=S)N=Nc1c(O)n(C)c2ccc(S(=O)(=O)N3CCOCC3)cc12
  2.03, i, i

Remaining list, next part:
molecule,Kir21 block,KCNQ2 inh,CHT inh
O=C(NCCN1CCN(C(=O)c2cccc(Br)c2)CC1)C(=O)NCc1ccccc1,1.71,i,i
COc1ccc2cc3cc(C(=O)N4CCN(c5ccccc5)CC4)oc3nc2c1,-0.18,i,i
O=C(/C=C/c1ccco1)N(Cc1cccc(F)c1)C1CCS(=O)(=O)C1 (configuration not stated),-0.05,i,i
COCCSc1nnc(NC(=O)CCS(=O)(=O)c2ccccc2)s1,-1.6,i,i
O=C(Cn1c(=O)sc2ccccc21)Nc1ccc(S(=O)(=O)N2CCCC2)cc1,0.1,i,i
O=C(Nc1ccc2[nH]ccc2c1)c1ccccc1,-0.28,i,i
COc1cccc(-c2nc(-c3ccccc3)nc(N3CCN(C)CC3)c2C#N)c1,-1.1,i,i
CCCCCOc1ccc(C2C(C(=O)c3ccc(C)o3)=C(O)C(=O)N2c2cc(C)on2)cc1 (configuration not stated),-0.48,i,i
COc1ccc(NC(=O)c2cccs2)cc1O,0.74,i,i
NC(=O)c1cccc(C(N)=O)n1,0.39,i,i
Oc1c(C(c2ccccn2)N2CCOCC2)ccc2cccnc12 (configuration not stated),-0.7,i,i
O=C(C1=C(O)C(=O)N(CCOCCO)C1c1ccccn1)c1cccs1 (configuration not stated),-1.5,i,i
C=CCN1CCN(C(c2ccc(OC)c(OC)c2)c2nnnn2C(C)(C)C)CC1 (configuration not stated),1,i,.
Cc1cnc(C(=O)Nc2nccs2)cn1,0.03,i,i
CC(C)(C)C1CCc2c(sc(NC(=O)CSc3ncn[nH]3)c2C#N)C1 (configuration not stated),2.25,i,i
CCOC(=O)c1sc2nc(C)cc(C)c2c1NC(=O)c1ccco1,1.06,i,i
Cc1cc(S(=O)(=O)NCCN2CCOCC2)ccc1Cl,0.78,i,i
CC(C)CNS(=O)(=O)c1ccc(CCC(=O)NCc2ccc(Cl)cc2)cc1,2.17,i,i
CC(C(N)=O)N1C(=O)C2C3C=CC(C3)C2C1=O (configuration not stated),1.28,i,i
Cc1ccc(N2C(=O)CSC23C(=O)Nc2ccccc23)cc1 (configuration not stated),1.8,i,i
CCCNC(=O)C(=O)NCCC1=CCCCC1,0.33,i,i
CC(=O)NC(Cc1ccc(F)c(F)c1)C(=O)NC1CCN(c2c(Cc3ccccc3)c(C)nc3ncnn23)CC1 (configuration not stated),-1.08,i,i
CCCCC(=O)Nc1cc([N+](=O)[O-])ccc1F,-0.68,i,i
O=C(Nc1cccnc1)c1cc2c(s1)-c1ccccc1OC2,0,i,i
CCOC(=O)N1CCN(Cc2nc3c(c(=O)n(C)c(=O)n3C)n2CCC(C)C)CC1,-1.47,i,i
CC(NC(=O)Cc1ccc(Br)cc1)c1ccccc1 (configuration not stated),0.56,i,i
Cc1cc(C(F)F)n2nc(C(=O)Nc3sc4c(c3C(N)=O)CCC4)nc2n1,1.27,i,i
O=C(CCS(=O)(=O)c1ccc(Br)s1)NCc1ccccc1,-1.29,i,i
COc1ccccc1CNS(=O)(=O)c1cc2c3c(c1)C(C)C(=O)N3CCC2 (configuration not stated),-0.77,i,i
O=c1cc(NCCO)c2ccccc2o1,0.19,i,i
COc1ccccc1CN1C[C@@H]2C[C@@H](c3ccccc3C)N3CCC[C@@]23C1=O,0.73,i,i
Cc1ccc(C)c(NC(=S)NCCN2CCOCC2)c1,-1.31,i,i
C=CCn1c(SCC(=O)NCc2ccccc2)nnc1-c1ccccc1O,-3.73,i,i
Cc1cc(NNC(=O)c2cccc(C(F)(F)F)c2)nc2c1c(C)nn2C,-1.31,i,i
CCN(CC)S(=O)(=O)c1ccc(-c2nnc(SCC(=O)Nc3ccc(OC)cc3)o2)cc1,0.27,i,i
C=CCn1c(SCC(=O)NCC2CCCO2)nc2scc(-c3ccco3)c2c1=O (configuration not stated),-2.02,i,i
CN1c2ccccc2N(C)C1c1ccc2c(c1)OCO2,0.98,i,i
O=C(CCCC(=O)OCC(F)(F)C(F)F)Nc1ccccc1F,-0.16,i,i
Cc1nc(NC(=O)CSc2nnc(-c3ccc4c(c3)OCO4)o2)c(Cl)cc1Cl,0.81,i,i
Oc1ccccc1C(=S)N1CCCCC1,-2.65,i,i
COC(=O)CSc1nc(Cc2ccccc2)nc2ccccc12,-2.84,i,i
Cn1c(=O)[nH]c2ncn(C)c2c1=O,0.97,i,i
Cc1ccc(Nc2nc(COC(=O)C3CC3)cs2)cc1,0.29,i,i
COc1cc([N+](=O)[O-])c(C(=O)N2CCOCC2)c([N+](=O)[O-])c1,-1.81,i,i
CCCCc1ccc(NC(=O)Nc2c(C)n(C)n(-c3ccccc3)c2=O)cc1,-0.57,i,i
O=C(c1ccc2ccccc2c1)C1CCCN(C(=O)CCn2cnnn2)C1 (configuration not stated),0.16,i,i
CCC(=O)N1CCN(c2ccc(NC(=O)c3ccc4c(c3)OCCO4)cc2)CC1,0.61,i,i
COC(=O)c1ccc(NC(=O)CS(=O)(=O)Cc2ccccc2)cc1,-0.97,i,i
CC(C)(C)c1csc(NC(=O)c2ccc3nccnc3c2)n1,0.56,i,i
CCC(C)(C)n1nnnc1C(c1ccc(OC)c(OC)c1)N1CCN(C(=O)c2ccco2)CC1 (configuration not stated),1.06,i,i

An excerpt from above in order of SMILES length, rising.
molecule,Kir21 block,KCNQ2 inh,CHT inh
Cn1c(=O)[nH]c2ncn(C)c2c1=O,0.97,i,i
CCC(=O)N1CCN(c2ccc(NC(=O)c3ccc4c(c3)OCCO4)cc2)CC1,0.61,i,i
COc1cc([N+](=O)[O-])c(C(=O)N2CCOCC2)c([N+](=O)[O-])c1,-1.81,i,i
